# Source: PubChem
# NPY2 pot ag = potentiates or activates human NPY-Y2 receptor. P49146. cells expressing NPY-Y2, potentiator/agonist read-out. activation, % at 3.6 µM. hit rate 0.45% among 220,000. AID 1359; in the data active = activation above about 27%;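 also: cells stimulated with NPY near EC25 plus isoproterenol at EC100; 0% = vehicle plus submaximal agonist and 100% = vehicle plus saturating agonist; some results beyond the cut were filed as inactive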
# NPY-Y1 antag = NPY-Y1 (human) receptor antagonism. hit rate 1% among 200,000. P25929. inhibition, % at 3.6 µM. HEK293-CNG Y1 cells, membrane potential fluorescence; NPY at EC95, then isoproterenol. AID 1040;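 active = inhibition above the campaign mean inhibition of all tested compounds plus 3 SD, cut at about 20% in these data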;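 also: 0% = DMSO wells given NPY plus isoproterenol and 100% = isoproterenol alone without NPY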
# Target sequence (P25929 whole entry, looked up): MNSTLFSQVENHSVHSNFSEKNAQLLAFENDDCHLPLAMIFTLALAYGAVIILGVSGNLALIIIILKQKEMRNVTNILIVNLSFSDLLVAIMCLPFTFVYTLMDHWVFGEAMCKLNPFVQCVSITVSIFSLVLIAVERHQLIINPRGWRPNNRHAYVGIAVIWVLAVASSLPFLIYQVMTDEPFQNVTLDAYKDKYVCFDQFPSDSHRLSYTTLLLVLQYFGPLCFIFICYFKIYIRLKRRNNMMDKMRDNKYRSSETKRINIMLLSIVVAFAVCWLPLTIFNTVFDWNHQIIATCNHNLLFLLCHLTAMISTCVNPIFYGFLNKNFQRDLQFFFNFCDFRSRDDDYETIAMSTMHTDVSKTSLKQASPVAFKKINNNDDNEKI
#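 Test system: HEK293 cells co-expressing NPY Y1 receptor and cyclic-nucleotide gated channel; Also added: NPY (25 nM), isoproterenol (1 µM), Ro 20-1724 (25 µM); Compound dosing: one concentration, 3.6 µM, in 0.4% DMSO; Timing: dye 3 h, compound 60 min room temperature, stimulation 45 min; Technique: Membrane-potential fluorescent dye readout.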
# S1P4 antag = blocks the human S1P4 receptor | O95977 | S1P4-expressing cells, antagonist mode, reporter read-out | inhibition, % at 4.98 µM | hit rate 0.26% among 220,000 | AID 1510; in the data active = inhibition above about 29%;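 also: 0% = wells stimulated with agonist and 100% = vehicle wells without agonist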
# CHOP inh = inhibitors of CHOP induction in ER stress response; CHO-K1 CHOP-promoter luciferase, tunicamycin-induced, 15-18 h; inhibition, % at 10 µM; hit rate 3.8% among 220,000;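 active = compounds that reduced the stress-induced luciferase reporter signal by more than about 70% of percent inhibition, limit read from the data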;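 also: 0% = tunicamycin plus vehicle and 100% = wells without tunicamycin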
# TRPML3 agonist = agonists of human TRPML3 channel; Q8TDD5; HEK293 TRPML3-YFP, Fluo-8 calcium fluorescence; 100% = the carbachol control signal; activation, % at 3 µM; hit rate 0.29% among 220,000; AID 1448;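 active = activation above its plate's cutoff, the mean activation of the plate's test wells plus 3 SD, cut at about 12% in these data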;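 also: 0% = DMSO only wells and 100% = carbachol wells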
# Target sequence (Q8TDD5 whole entry, looked up): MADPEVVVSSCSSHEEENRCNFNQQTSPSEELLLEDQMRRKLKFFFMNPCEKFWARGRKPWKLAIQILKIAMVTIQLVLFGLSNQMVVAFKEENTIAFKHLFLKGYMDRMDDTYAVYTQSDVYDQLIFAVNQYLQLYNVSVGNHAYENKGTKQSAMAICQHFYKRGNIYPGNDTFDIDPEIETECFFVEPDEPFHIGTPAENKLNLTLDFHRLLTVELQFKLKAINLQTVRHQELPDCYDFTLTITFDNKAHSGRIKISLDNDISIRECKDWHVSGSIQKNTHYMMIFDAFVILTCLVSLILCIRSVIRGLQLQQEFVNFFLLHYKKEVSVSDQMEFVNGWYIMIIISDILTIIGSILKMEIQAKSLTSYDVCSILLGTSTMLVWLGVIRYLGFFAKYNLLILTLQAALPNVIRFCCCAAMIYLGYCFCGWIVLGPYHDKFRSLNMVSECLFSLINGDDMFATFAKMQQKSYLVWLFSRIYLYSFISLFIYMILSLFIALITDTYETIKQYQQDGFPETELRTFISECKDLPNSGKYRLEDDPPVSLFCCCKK
#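 system = HEK293 cells stably carrying human TRPML3-YFP | doses = one concentration, 3 µM nominal, 0.3% DMSO | timing = dye loading 1 h 37 °C then 30 min ambient, 125 s read | detection = Fluo-8 calcium dye fluorescence, ex 470-495, em 515-575 nm | benchmarks = high control carbachol 87 µM, low control DMSO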
# S1P4 agonist = activates the human S1P4 receptor; O95977; S1P4-expressing cell line, agonist reporter assay; activation, % at 4.98 µM; hit rate 0.35% among 220,000; AID 1509; in the data active = activation above about 11%;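 also: 0% = DMSO vehicle and 100% = reference agonist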
# NPY1 pot ag = potentiates or activates human NPY-Y1 receptor; NPY-Y1 expressing cells, potentiator/agonist activation; activation, % at 3.6 µM; hit rate 0.37% among 220,000; AID 1304; in the data active = activation above about 33%, passing the limit was not always enough;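 also: cells stimulated with NPY at EC10 then isoproterenol at EC100; 0% = low agonist plus stimulus and 100% = saturating agonist plus stimulus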
# EP2 mod = EP2 receptor (human) modulation; P43116; EP2-expressing cells, cAMP HTRF FRET, PGE2 co-stimulation; AID 940; hit rate 0.83% among 260,000; induction, % at 25 µM;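 active = compounds whose cAMP rise, as percent of the full-agonist control response, exceeds 60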;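 also: rat C6 glioma line stably carrying human EP2 under a CMV promoter; the protocol text gives 20 µM as final concentration; 100% = response of wells given 1 µM PGE2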
# TRPN1 ag = zebrafish TRPN1 (NompC) channel agonism; HEK293 zebrafish TRPN1-YFP, Fluo-8 calcium fluorescence; 100% = response to 87 µM carbachol; activation, % at 3 µM; hit rate 0.18% among 220,000;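 active = activation above its plate's cutoff, the mean activation of test wells on that plate plus 3 SD, cut at about 19% in these data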;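 also: 0% = DMSO alone and 100% = 87 µM carbachol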
#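 Material: zebrafish TRPN1-YFP in HEK293 cells; Doses: single test compound dose, 3 µM nominal, 0.3% DMSO; Timing: dye loading 1 h at 37 °C, then 30 min room temperature; Technique: intracellular calcium fluorescence with Fluo-8; Benchmarks: high carbachol 87 µM, low DMSO alone.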
# * = called active by the depositor; / = no result given; & = joins results of further samples. This is a random part of the collection. Share with any hit: about 6.5%.
SMILES	NPY2 pot ag	NPY-Y1 antag	S1P4 antag	CHOP inh	TRPML3 agonist	S1P4 agonist	NPY1 pot ag	EP2 mod	TRPN1 ag
CC(C)C(=O)c1cn(CC(=O)N2CCCc3ccccc32)c2ccccc12	6	3	5	25	0.2	-0.6	-1	-59	-0.7
O=C(NNc1ccccn1)C(c1ccccc1)c1ccccc1	-8	1	-2	1	-0.4	-1.4	12	6	-0.6
CCCSc1nnc(CNC(=O)C23CC4CC(CC(C4)C2)C3)n1Cc1ccccc1	13	3	-4	29	-0.1	2.8	21	31	-0.1
O=c1c2ccccc2c(-c2ccc(Cl)cc2)nn1-c1ccccc1	-16	4	-32	0	-1.0	1.6	-13	63*	-0.6
Cc1ccc(C(=O)NCC(=O)OCc2csc(-c3ccccc3)n2)cc1	-18	2	16	15	0.0	-0.2	-12	2	-1.5
O=C(CCC1N=C2c3ccccc3N=C(SCc3cccc(Cl)c3)N2C1=O)NCc1ccco1 (stereo not drawn)	-17	-5	3	29	-1.3	5.1	13	-3	-0.3
COc1ccc2[nH]c(C(=O)Nc3cccc(C)n3)cc2c1	-2	/	4	-6	0.9	-0.5	14	-52	0.6
COC(=O)C1=C(C)N(C)C(=S)NC1c1ccccc1 (stereo not drawn)	-13	-6	1	-6	0.0	-2.8	-36	-3	1.2
COc1cc(/C=C/C(=O)OCC(=O)Nc2ccc(C)cc2[N+](=O)[O-])ccc1O	-2	2	5	14	0.6	1.4	-5	7	1.4
COCCNC(=O)CSc1nc2nn(-c3ccccc3)c(=O)c-2c2n1CCCCC2	-6	8	-12	24	0.4	-0.9	3	2	0.6
Cc1cccc(-c2nnc(SCC(=O)Nc3cccc(C(=O)N4CCOCC4)c3)n2C)c1	1	-2	-18	5	0.5	0.9	13	10	0.2
CCOC(=O)CSc1nnc(-c2ccco2)n1-c1ccccc1	10	-6	-2	-16	0.0	1.0	5	-3&4	-0.9
CC(=O)Nc1c(-c2ccccc2)nc2ncccn12	8	2	-6	6	0.4	0.0	14	6	0.8
CCN1CCN(c2cc(C)c3cc(NC(=O)c4cncc(Br)c4)ccc3n2)CC1	-5	-1	-18	-2	-0.7	-1.6	-4	-22	0.0
Cc1c(NC(=O)c2ccc(C(C)(C)C)cc2)cccc1[N+](=O)[O-]	1	9	-9	-3	0.2	-1.5	0	-32	-0.4
Cc1cc(C)n2c(SCC(=O)N(C)C3CCS(=O)(=O)C3)nnc2n1 (stereo not drawn)	1	-4	2	16	1.6	-1.4	0	22	0.9
CCc1cccc(C)c1NC(=O)c1ccc(CN2CCc3ccccc3C2)cc1	-9	8	-4	28	1.3	0.0	16	-19	-0.3
CCOC(=O)c1nnn(-c2nonc2N)c1CN1CCc2ccccc2C1	9	-1	3	44	1.9	-0.5	-27	7	1.2
CC(C)c1nnc(NC(=O)c2cccc(NC(=O)C(F)(F)F)c2)s1	-1	3	-12	7	0.1	2.4	-17	-12	1.0
CO/N=C(\c1nonc1N)N1CCN(c2ccc(Cl)cc2[N+](=O)[O-])CC1	-2	24*	-9	70	0.3	1.0	2	-32	0.8
O=C(N/N=C/c1ccccn1)c1cc(C2CC2)[nH]n1	4	1	9	-6	0.6	1.8	3	-36	0.4
N#Cc1cccc(NC(=O)C2SC(=Nc3ccccc3)C(C(=O)N3CCOCC3)=C2N)c1 (stereo not drawn)	8	0	-3	37	0.1	0.8	1	-26	-1.4
O=C(NNC(=O)c1ccc(Cl)cc1Cl)Nc1ccccc1	-6	1	-14	54	-0.7	2.0	28	-6	-0.3
O=c1c2ccccc2sc2nc(C3CCCCC3)n(Cc3ccco3)c(=O)c12	19	-3	2	-33	0.0	0.7	-20	26	0.3
Cc1ccc(S(=O)(=O)NCC(=O)N(CC(=O)NC2CCCCC2)CC2CCCO2)cc1 (stereo not drawn)	3	-2	-8	43	0.3	3.2	18	38	-1.5
CCCOc1ccc(/C=N/Nc2cccc([N+](=O)[O-])c2)c(O)c1	-6	1	-6	74*	0.5	0.1	7	1	-0.3
CC(C)[C@H](NC(=O)c1ccccc1)C(=O)OCC(=O)NCc1ccc(F)cc1	6	0	-13	4	0.0	-1.7	8	36	-1.2
CCOCC(=O)Nc1c(C(=O)Nc2ccc3c(c2)OCCO3)oc2ccccc12	-9	-2	6	-23	-0.7	0.3	22	19	-1.5
CCCCNC(=O)CSc1nc2ccsc2c(=O)n1C1CCN(C(=O)OCC)CC1	-19	7	-49	-9	-0.1	-0.2	-3	3	0.3
CCC(=NC(C)c1ccccc1)c1c(O)n(C)c(=O)n(C)c1=O (stereo not drawn)	-11	12	-7	/	0.9	-0.2	-27	-4	5.4
CCCCC(CC)CNC(=O)C(=O)c1ccccc1NC(C)=O (stereo not drawn)	-5	2	-13	28	-0.6	0.4	-4	-2	-2.6
COc1ccc(-n2c(=O)c3c4c(sc3n(CC(=O)NCC3CCCO3)c2=O)CCCC4)c(OC)c1 (stereo not drawn)	16	1	-5	4	0.6	-1.2	-3	22	1.3
O=S(=O)(/C=C/c1ccccc1)N1CCN(Cc2ccc3c(c2)OCO3)CC1	-11	17	-16	8	0.6	1.1	-26	-46	-2.5
c1ccc(-c2nc3nc4ccccc4nc3n2CC2CCCO2)cc1 (stereo not drawn)	-9	/	-1	-1	0.6	0.0	18	-18	0.1
Oc1ccc(-c2n[nH]c(=S)n2Cc2ccco2)cc1	0	5	11	7	0.2	0.7	11	8	-0.2
COc1cnc(SCc2ccc(Cl)c(Cl)c2)nc1Cl	-11	1	-7	52	-0.4	1.4	-14	51	0.0
O=C(COC(=O)c1cn(-c2ccccc2)nc1-c1ccccc1)Nc1ncc(Cl)cc1Cl	-2	/	-17	77*	0.5	-0.1	3	9	1.4
COc1ccc(C2CC2C(C)=O)cc1 (stereo not drawn)	-3	4	4	17	0.5	0.6	7	18	1.4
CNS(=O)(=O)c1ccc2nc(NC(=O)/C=C/c3ccco3)sc2c1	10	0	-6	-4	-0.4	-0.4	3	-5	0.2
N#Cc1cn(CC(=O)O)c2ccccc12	1	-1	-13	-1	-0.5	2.3	-4	-21	0.7
CN(C)CCOC(=O)Cc1ccc(Cl)cc1	-24	8	4	15	1.1	-2.8	-1	-2	0.0
Cc1nc2ccccc2c2oc(C(=O)N3CCc4ccccc43)cc12	-15	0	16	29	0.8	-0.1	20	-1	0.3
Cc1cc([N+](=O)[O-])c(-c2ccc(/C=N/n3cnnc3)o2)cc1Cl	-18	11	0	3	-0.1	-0.5	-19	5	-0.5
CCc1cccc(C)c1NC(=O)CCCSc1nc2ccccc2s1	-3	11	-8	30	-0.5	-2.4	-34	-70	-0.8
O=C(CN(C(=O)CCNC(=O)c1ccco1)c1ccccc1)NC1CCCC1	-13	-1	-8	18	0.8	0.1	7	19	1.3
O=C(NC(=S)Nc1ccc2oc(=O)ccc2c1)c1ccco1	-5	/	12	-10	0.3	0.0	1	-27	0.4
Cc1ccc(Sc2nnc(Cc3ccccc3)c3ccccc23)cc1	-39	8	12	57	-0.1	-2.5	-37	34	-0.5
COc1ccc(Br)cc1CN(C)C(C)C(=O)Nc1cccc(C(C)=O)c1 (stereo not drawn)	-30	-1	3	-4	-1.1	0.9	-13	22	-1.4
O=C(NCc1ccc(-c2nc3ccccc3s2)cc1)c1cc2ccccc2o1	4	0	-4	18	0.1	-1.1	12	7	-0.3
COc1cnc(-c2ccccn2)nc1Sc1c(Cl)cccc1Cl	0	-3	-8	44	0.1	-0.3	-6	12	-1.2

# New compounds follow:
SMILES	NPY2 pot ag	NPY-Y1 antag	S1P4 antag	CHOP inh	TRPML3 agonist	S1P4 agonist	NPY1 pot ag	EP2 mod	TRPN1 ag
C(=N\Nc1nc(Nc2ccccc2)nc(Nc2ccccc2)n1)/c1cccnc1	13	-11	28	97*	0.3	-2.0	-6	-29	-0.9
Cc1ccc(C(=O)N/C(=C/c2ccc(C(C)C)cc2)C(=O)NCCCN2CCOCC2)cc1	-16	/	-11	-10	1.1	-0.1	-8	-24	1.0
CCc1ccc(C(=O)c2cnc3ccc(OC)cc3c2N2CCN(CC)CC2)cc1	-28	9	10	2	0.8	-0.8	-33	-21	0.6
O=c1c2ccccc2n2cnnc2n1-c1ccccc1	-16	-8	13	-4	0.4	1.4	1	13	2.2
CCCCNC(=S)N(C)/N=C/c1ccc(OCC(=O)Nc2c(C)cc(C)cc2C)c(OC)c1	-1	-5	-22	15	-0.1	0.9	0	-25	-0.7
Cc1oc(/C=N/NC(=O)CN(c2ccccc2Br)S(C)(=O)=O)cc1Br	-4	-1	-16	29	-0.1	-1.5	-13	-13	0.3
O=C(NCc1cccs1)C(=O)NCC(c1ccco1)N1CCN(c2ccccc2F)CC1 (stereo not drawn)	-8	2	-11	13	0.1	-0.9	6	6	-0.6
COC(=O)/C=C1/S/C(=N/NC(=O)c2ccccc2)NC1=O	-24	4	-4	-36	0.2	0.3	-13	18	-0.9
COc1ccc(CCNc2nc(=O)[nH]nc2C)cc1OC	-7	-1	1	10	-0.1	2.5	13	23	2.3
Cc1cccc(C)c1OCC(O)CN1CCCCC1 (stereo not drawn)	1	6	-17	10	1.0	1.3	2	25	2.4
O=C(Nc1ccccc1C(=O)N1CCN(c2ccccc2)CC1)c1ccco1	-8	3	5	1	0.8	-0.2	14	9	0.6
CC(=O)Nc1cccc(-c2cn3ccccc3n2)c1	3	3	-5	-33	0.5	-0.3	1	-10	0.0
Cn1cc(SCC(=O)Nc2ccc3c(c2)OCO3)c2ccccc21	-12	4	1	-24	0.0	2.8	-8	-8	0.4
CCCNC(=O)COC(=O)c1ccc(Cl)c(S(=O)(=O)N2CCCC2)c1	3	0	-4	-5	0.1	2.4	6	21	1.4
Nc1cc(N)nc(SCC(=O)Nc2ccccc2N2CCOCC2)n1	5	/	-5	-7	0.3	-1.5	17	5&14	0.8
CC(C)CC(=O)NC(=S)NCc1ccccc1	2	5	-10	18	-0.5	-2.1	-3	6	-0.1
CCOC(=O)CCNCc1ccc(F)cc1	9	-1	-11	-5	1.1	0.7	7	-1	0.3
COc1ccc(C2CC3(CC(C)(C)NC(SC)=N3)Oc3cc(O)cc(C)c32)cc1 (stereo not drawn)	-11	4	-3	6	1.2	0.1	-29	-36	0.9
